OPRM1-OPRD1 ag = agonists of OPRM1-OPRD1 heterodimerization, primary screen, cell-based, luminescence; Mu-type opioid receptor (Homo sapiens) + Delta-type opioid receptor (Homo sapiens), …; cells; activation, % at 9.3 µM; 340,000 compounds, 0.3% hits; AID 504326, 2011; in the data active means activation above about 18%;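 further: 0% = vehicle-treated cells and 100% = reference agonist; values of inactives mirror those of a sister screen read the other way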
SUMO Mot1 rescue = yeast Mot1-301 growth rescue at high temperature, primary screen, SUMOylation pathway inhibitor project, S. cerevisiae, ATP luminescence, 38.5C; S. cerevisiae Mot1-301 growth rescue; percent above DMSO median, 100 means doubled; growth rescue, % at 18.8 µM; 320,000 compounds, 1% hits;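 active means every valid replicate shows activation above 250% relative to neutral control wells; inactive means the rest, any valid replicate at or below 250%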;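 further: OY570 slx delta 5 strain wells were the positive control but not used for scaling; some compounds called inactive have numbers as strong as hits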
AddAB inh = growth inhibition of E. coli expressing H. pylori AddAB, primary screen, AddAB inhibitor project, absorbance | 330,000 compounds, 0.29% hits | inhibition, % at 11.9 µM | AID 435030, 2010; in the data active means inhibition above about 12%;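 further: 0% = vehicle wells of infected cells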
OPRM1-OPRD1 inv = inverse agonists of MOR-DOR heterodimerization, primary screen, cell-based, luminescence; cell-based MOR-DOR heterodimer luminescence, inverse agonism; Mu-type opioid receptor (Homo sapiens) + Delta-type opioid receptor (Homo sapiens), …; 340,000 compounds, 0.21% hits; inhibition, % at 9.3 µM; in the data active means inhibition above about 22%, passing the limit was not always enough;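 further: 0% = cells with DMSO and 100% = wells without cells with DMSO; values of inactives mirror those of a sister screen read the other way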
Tat export inh = E. coli Tat export inhibitors, primary screen, MC4100, TorA-mCherry reporter, fluorescence, single point | inhibition, % at 10 µM | 340,000 compounds, 0.036% hits;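 active means mean replicate inhibition at least 50% and at least half of replicates individually reaching 50%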;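 further: exported cargo escapes ClpAP degradation while cytoplasmic cargo is degraded and loses fluorescence; 0% = median of neutral control wells and 100% = median of NaSCN control wells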
PKA-R1A act = activators of PKA-R1A holoenzyme, primary screen, biochemical, fluorescence polarization, Cy5-IP20, bovine R1A, mouse PKAc; cAMP-dependent protein kinase type I-alpha regulatory subunit (Bos taurus) + …; PKA-R1A dissociation; scaled: DMSO 0%, 113 µM cGMP 100%; activation, % at 11.4 µM; 340,000 compounds, 0.083% hits;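 active means percent activation above the mean of all tested compounds plus 3 SD, cut at about 19% in these data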;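 further: higher means more PKAc released from R1A so a rise in polarization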
Arr AP2 block = inhibitors of beta-arrestin/AP2 binding, primary screen, biochemical, GPCR trafficking, flow cytometry. beta-arrestin 1 C-terminal peptide binding to AP2 beta2-adaptin appendage (human). FITC-arrestin peptide / GST-AP2 beads; AP2 beta2 appendage carries R879A mutation. inhibition, % at 10 µM. 340,000 compounds, 0.31% hits. AID 504490, 2011;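 active means inhibition above a set limit, near 3 SD of compounds lacking own fluorescence, cut at about 54% in these data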;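 further: plate controls were DMSO wells for no effect and 5 µM unlabelled arrestin peptide for full effect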
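System: GST-tagged AP2 beta2-adaptin appendage (R879A) on 4 µm glutathione beads / Reagent: FITC-arrestin peptide, 50 nM / Detection: HyperCyt-sampled flow cytometry, FL1 channel, ex 488/em 535 nm / Timing: 12 min plus 1 h, RT / Buffer or medium: PBS plus Tween 20 (0.05%) and BSA (0.1%)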
DSG3 Ab inh = inhibitors of pemphigus antibody binding to DSG3, primary screen, biochemical, bead-based, flow cytometry, scFv-GFP. Desmoglein-3 (Homo sapiens), P32926. DSG3-coupled beads, scFv-anti-DSG3-GFP binding; hits give low values. binding (percent of control), % at 10 µM. 310,000 compounds, 0.48% hits. AID 588358, 2011;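 active means binding more than 3 SD below its plate's average and above zero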;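 further: hits lower antibody fragment binding to DSG3; some compounds called inactive have numbers as strong as hits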
Target sequence (P32926 whole entry, looked up, the tested form may be a part): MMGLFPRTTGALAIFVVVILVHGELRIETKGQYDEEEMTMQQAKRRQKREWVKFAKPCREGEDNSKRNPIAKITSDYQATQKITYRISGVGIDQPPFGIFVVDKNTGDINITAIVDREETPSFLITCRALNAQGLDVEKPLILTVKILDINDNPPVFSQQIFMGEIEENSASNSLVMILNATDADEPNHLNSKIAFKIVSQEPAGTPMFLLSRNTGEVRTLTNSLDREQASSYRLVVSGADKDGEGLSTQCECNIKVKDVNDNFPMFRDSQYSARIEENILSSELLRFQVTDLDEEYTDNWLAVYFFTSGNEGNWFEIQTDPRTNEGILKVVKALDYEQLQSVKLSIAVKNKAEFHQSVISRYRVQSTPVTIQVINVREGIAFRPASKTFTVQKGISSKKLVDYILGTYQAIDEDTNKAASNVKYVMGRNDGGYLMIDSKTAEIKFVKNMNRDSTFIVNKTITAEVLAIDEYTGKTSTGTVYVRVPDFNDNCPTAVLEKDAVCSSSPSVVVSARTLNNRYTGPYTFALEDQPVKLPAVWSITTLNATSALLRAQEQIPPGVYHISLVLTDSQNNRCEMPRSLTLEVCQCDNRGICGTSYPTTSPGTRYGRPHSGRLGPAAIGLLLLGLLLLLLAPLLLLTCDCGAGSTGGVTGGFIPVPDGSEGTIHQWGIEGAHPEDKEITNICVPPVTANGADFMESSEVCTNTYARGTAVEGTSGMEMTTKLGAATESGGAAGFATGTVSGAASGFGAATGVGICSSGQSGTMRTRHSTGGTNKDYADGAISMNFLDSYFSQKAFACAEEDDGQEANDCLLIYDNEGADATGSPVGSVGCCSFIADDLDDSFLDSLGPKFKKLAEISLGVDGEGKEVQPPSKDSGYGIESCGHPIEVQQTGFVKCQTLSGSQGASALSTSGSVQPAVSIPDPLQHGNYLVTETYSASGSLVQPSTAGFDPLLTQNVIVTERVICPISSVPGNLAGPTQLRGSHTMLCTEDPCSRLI
Ecoli viability = E. coli V3065 growth inhibition, primary screen, counter-screen for AddAB inhibitor project, absorbance, OD600 | 18 h | inhibition, % at 11.9 µM | 330,000 compounds, 0.27% hits;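 active means inhibition above the campaign's mean inhibition across all tested compounds plus 3 SD, cut at about 9.9% in these data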;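 further: uninfected addAB+ strain grown without phage in ampicillin broth; 0% = DMSO wells and 100% = ciprofloxacin 0.95 µg/ml wells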
phage Ecoli inh = growth loss of phage-infected E. coli, primary screen, RecBCD inhibitor project, absorbance, with phage, HTS; inhibition, % at 11.9 µM; AID 651602, 2012; 360,000 compounds, 0.26% hits; in the data active means inhibition above about 11%
PfHsp90 set2 = growth inhibition of PfHsp90-expressing yeast, primary screen, antimalarial PfHsp90 inhibitor project, S. cerevisiae, BacTiter-Glo luminescence, single point, set 2. 310,000 compounds, 0.32% hits. inhibition, % at 9.4 µM. BacTiter-Glo ATP, 48 h; yeast lacking PDR1 and PDR3 efflux regulators;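 active means every replicate shows inhibition above about 80%, whatever the replicate mean, limit read from the data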;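 further: 0% = DMSO neutral controls and 100% = 20 µM radicicol positive controls; yeast relying on Plasmodium falciparum Hsp90 in place of its own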
Starred values were filed as active, the others as inactive; . = not tested or not shown.

SMILES | phage Ecoli inh | Arr AP2 block | Ecoli viability | OPRM1-OPRD1 ag | PKA-R1A act | SUMO Mot1 rescue | AddAB inh | OPRM1-OPRD1 inv | PfHsp90 set2 | DSG3 Ab inh | Tat export inh
COc1ccc(-c2nsc(C(=O)N(c3ccc(F)cc3)C(C(=O)NC3CCCC3)c3ccc(OC)cc3)c2N)cc1 (stereo unspecified) | 1.5 | 3 | 1.8 | -1.5 | -4 | -15 | 3.0 | 8 | -17 | 94 | 4
COc1ccccc1NC(=O)CSc1nnnn1-c1ccc(C(=O)O)cc1 | 1.7 | -17 | -1.8 | -3.3 | 6 | -1 | -0.5 | 15 | -8 | . | 5
Cc1cc(N2CCN(C/C=C/c3ccccc3)CC2)n2ncnc2n1 | -0.5 | -57 | 1.7 | 1.2 | -4 | 60 | 2.1 | -7 | 23 | 101 | -11
CC(C)C[C@H](NC(=O)N1c2ccccc2NC(=O)[C@@H]1C(C)C)C(=O)N[C@@H](Cc1ccccc1)C(=O)O | 3.1 | -1 | 0.3 | -3.9 | 5 | 11 | 2.4 | 20 | -11 | . | -3
CC(C)c1nnc(NC(=O)c2cccnc2)s1 | 3.0 | 10 | 1.1 | -2.8 | 4 | -6 | -0.1 | 15 | -17 | 100 | -2
Cc1onc(-c2ccccc2)c1C(=O)Nc1nnc(CC(C)C)s1 | 1.9 | 8 | 1.1 | -2.1 | -6 | 1 | 4.4 | 12 | 8 | 102 | 4
COc1ccc(C2=NOC(C(=O)NCC(C)C)C2)cc1 (stereo unspecified) | 0.4 | 4 | 1.2 | -1.6 | -1 | -6 | 0.3 | 8 | 19 | 97 | 0
CC1CCN(Cc2c(C(=O)N/N=C/c3cc(Br)ccc3O)nnn2-c2nonc2N)CC1 | 11 | 14 | 0.8 | 8.3 | -12 | -19 | 8.0 | -46 | -8 | 102 | 1
Cc1cc(S(=O)(=O)NCCCN2CCOCC2)ccc1F | 2.7 | -12 | -3.3 | -3.6 | 1 | 236 | -0.9 | 17 | 20 | 110 | 5
Cc1nc2ccccn2c1C(=O)NN | 4.0 | 42 | -0.7 | -2.8 | 18 | 7 | 1.2 | 12 | 15 | 101 | 2
COc1cccc(-c2cc(C(=O)Nc3cccc(O)c3)no2)c1 | 3.5 | 8 | 1.3 | 3.3 | -6 | 30 | 2.9 | -19 | -6 | 105 | 0
CC(=O)c1cccc(NC(=O)c2ccc3c(Cl)c4c(nc3c2)CCCC4)c1 | 3.9 | -4 | -1.8 | -2.2 | -11 | -18 | 5.6 | 13 | 4 | 91 | -6
O=C(CN1C(=O)c2ccccc2C1=O)N1CCN(C(=O)c2ccco2)CC1 | 0.2 | -2 | -0.9 | -1.6 | -1 | 5 | 2.4 | 9 | 2 | 100 | -5
O=C(C1CCN(S(=O)(=O)c2cccnc2)CC1)N1CCN(C2CCCC2)CC1 | . | -6 | 0.2 | -0.5 | -1 | 0 | 2.6 | 2 | -4 | . | 0
CCN(CC)C(=O)c1oc2ccc(S(=O)(=O)N3CCCCCC3)cc2c1C | 2.4 | 7 | -4.1 | 0.5 | 5 | -8 | 1.5 | -3 | -1 | 102 | 3
CC(=O)c1sc(Nc2cccc(C)c2)nc1C | 3.9 | -4 | 1.9 | 0.8 | 5 | -18 | 3.7 | -4 | -37 | 98 | 2
CCNc1nc(NC(C)CC)nc(Oc2ccc(OCC)nn2)n1 (stereo unspecified) | 1.1 | -2 | -0.3 | 0.6 | 1 | -19 | 2.2 | -4 | -21 | 94 | 2
Cc1cc(Cl)cc(Cl)c1OCCOc1cccc2cccnc12 | 1.5 | -1 | 1.8 | 2.9 | -6 | -17 | 1.9 | -14 | -13 | 80 | 11
O=C(CSc1nnc(Nc2ccccc2F)s1)c1cc2ccccc2o1 | 0.7 | 7 | 1.7 | 1.4 | 1 | -6 | 1.1 | -8 | -29 | 101 | 1
COc1cccc(-n2c(SCC(=O)O)nnc2-c2cccnc2)c1 | 0.3 | 9 | 1.1 | -1.1 | -7 | 9 | 1.4 | 6 | -23 | 96 | 7
Cc1ccc(N(CC(=O)NCc2ccc(Cl)cc2)S(C)(=O)=O)cc1 | 0.1 | -10 | 0.9 | -1.6 | -4 | -1 | 0.0 | 8 | -4 | 96 | 1
Cc1ccc(CNc2nc(C)cs2)cc1 | 2.3 | 2 | -1.0 | 1.3 | 3 | -5 | 1.5 | -11 | -1 | 111 | -8
COc1ccc(CN(C(=O)c2nsc(Cl)c2Cl)C(C(=O)NC2CCCC2)c2ccc(OC)cc2)cc1 (stereo unspecified) | 4.5 | -3 | -2.0 | -3.5 | 4 | -1 | 0.9 | 18 | 18 | 104 | -1
CCOCCCNC(=O)CCn1ccc2cc(S(=O)(=O)N3CCCC3)ccc21 | -0.1 | 1 | 0.8 | -2.9 | -4 | 6 | 5.6 | 15 | 4 | 104 | 1
COC(=O)c1cn(C(=O)c2ccccc2F)nc1N | . | 6 | 3.5 | -4.2 | -2 | -10 | 5.2 | 22 | 10 | 93 | 7
O=C(COC(=O)c1cc([N+](=O)[O-])ccc1N1CCOCC1)Nc1ccc(Cl)cc1 | 0.2 | -7 | 1.1 | -2.6 | -2 | -14 | 2.1 | 14 | -25 | 109 | 10
CCn1c(SCc2ccc(F)cc2)nnc1C1CCN(S(=O)(=O)c2ccc(OC)cc2)CC1 | 0.1 | -8 | -3.1 | -0.4 | 15 | 7 | 0.3 | 2 | 2 | 101 | 2
CC(C)(C)c1cc(N)n(-c2ccc(C(=O)O)cc2)n1 | 3.7 | 2 | -1.4 | -0.1 | -13 | -15 | 2.4 | 1 | -14 | 94 | 7
CCc1ccccc1NC(=O)CN1CCN(C(=O)C(C)NC(=O)c2ccc(Cl)cc2)CC1 (stereo unspecified) | -1.3 | -8 | . | -1.4 | 5 | . | . | 9 | -17 | 98 | -4
CC(C)(C)NC(=O)C(=O)NNC(=O)COc1ccccc1 | 3.1 | . | -0.6 | -0.1 | -13 | -17 | 1.7 | 1 | 16 | 102 | -8
Cc1noc(C)c1CSc1nc2ccccc2n1CCc1ccccc1 | 2.2 | 1 | 1.7 | 1.7 | 3 | -1 | 2.0 | -9 | 8 | 93 | 14
O=C(CN(C(=O)CCC(=O)Nc1ccccn1)c1ccc(F)cc1)NCc1ccc(F)cc1 | 2.1 | -1 | 1.8 | -0.3 | 0 | 4 | 5.5 | 2 | 24 | 120 | 5
COc1ccc(NC(=S)N2CCN(c3ccccn3)CC2)cc1 | 5.0 | . | 2.4 | -0.3 | 4 | 8 | 2.6 | 2 | -38 | 99 | -2
CS(=O)(=O)N(CC(=O)Nc1ccc(S(=O)(=O)N2CCOCC2)cc1)c1ccccc1Cl | 1.9 | 44 | -2.4 | -1.3 | 5 | . | 2.7 | 7 | 16 | 94 | 1
N#C/C(=C\c1ccc(-c2ccccc2[N+](=O)[O-])o1)C(=O)Nc1nc(-c2cccs2)cs1 | 5.3 | 19 | -0.5 | -4.8 | -12 | -7 | 0.9 | 23 | -22 | 87 | -6
Cc1ccccc1N(Cc1cc(=O)[nH]c2ccccc12)C(=O)C(C)C | -1.4 | 7 | -0.9 | -0.9 | -2 | -16 | -1.1 | 4 | 11 | 89 | 15
Cc1c(Cl)cccc1NC(=O)CCN1CCCCC1 | 2.3 | -5 | 1.7 | 1.2 | 12 | 16 | 1.3 | -7 | . | . | -8
COc1ccc(-c2cc(C(=O)N3CCCCCC3)no2)cc1 | -0.1 | 5 | 1.2 | -0.7 | -8 | 14 | 2.4 | 4 | -10 | 101 | 28
O=C(CSc1nc2ccccc2c(=O)[nH]1)NCc1ccc(Cl)cc1 | 1.9 | -2 | -0.2 | -2.3 | -15 | 299 | 0.3 | 13 | 12 | 104 | 10
O=c1c2ccccc2cnn1Cc1n[nH]c(=S)n1-c1ccccc1 | 0.6 | -30 | -2.9 | -0.8 | 5 | -7 | 2.7 | 5 | 5 | 103 | 9
Nc1ncc2c(n1)CCN(c1ccc([N+](=O)[O-])cc1)C2 | 2.2 | 20 | -1.6 | 2.6 | 5 | -13 | 0.4 | -12 | -24 | 94 | -5
Nc1c(C(=O)Nc2ccccc2F)sc2nc(Cc3ccccc3)cc(C(F)(F)F)c12 | 2.5 | -8 | 0.6 | -1.4 | -3 | 5 | -0.4 | 7 | -6 | 100 | -4
CCN(CC)C(=O)COC(=O)C1CCN(S(=O)(=O)c2ccc3c(c2)OCCO3)CC1 | 1.5 | -6 | 2.5 | -1.8 | -3 | 0 | 3.2 | 7 | 48 | . | 2
N#Cc1cc([N+](=O)[O-])ccc1NCCN1CCOCC1 | 0.4 | 5 | 0.2 | -3.9 | 1 | -10 | -9.7 | 19 | -7 | 84 | -2
Cc1ccc(N(C(=O)c2csnn2)C(C(=O)NCc2ccccc2)c2ccccn2)cc1 (stereo unspecified) | 0.6 | 22 | -0.8 | 0.7 | 1 | 1 | 3.1 | -5 | 8 | 106 | 2
O=C(c1c[nH]c2ccc(S(=O)(=O)N3CCOCC3)cc2c1=O)N1CCCC1 | 2.1 | -4 | 2.1 | 0.1 | -3 | -10 | 1.0 | 0 | -19 | 70 | -3
O=c1c2ccccc2cnn1CCOc1ccccc1 | 4.3 | 1 | -1.6 | -2.7 | -6 | -15 | 2.4 | 14 | 1 | 59 | 5
COc1cc(/C=C/C(=O)OCC(=O)Nc2nnc(-c3ccccc3)o2)cc(OC)c1OC | 1.2 | 1 | 0.1 | 0.2 | -19 | -10 | -0.2 | -1 | -41 | 104 | -5
CCOC(=O)c1cnc2c(C)c(Cl)ccc2c1N1CCOCC1 | 1.2 | 14 | -0.3 | 0.1 | -5 | 828* | 0.0 | -1 | 1 | 107 | -4
O=C(CCn1nnc2ccccc21)OCC(=O)c1ccc([N+](=O)[O-])cc1 | 2.5 | 5 | 0.1 | -2.0 | -10 | -4 | 2.8 | 13 | -13 | 93 | -3
